# Screening data from PubChem BioAssay.
# MITF TRPM1 HTS = increases MITF-driven TRPM1 promoter luciferase signal; SK-MEL-5 TRPM1-promoter luciferase, 24 h; % of positive control, neutral wells = 0; activation, % at 12.5 µM; 300,000 compounds, 0.75% hits; AID 588334;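 active = mean activation of at least 80% with every replicate also reaching 80%; inconclusive = mean reaches 80% but some replicate falls short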;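 note: 0% = neutral control wells and 100% = parthenolide positive control wells; values of inactives mirror those of a sister screen read the other way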
# Wnt bcat act = activates Wnt/beta-catenin signaling in a reporter cell assay; activation, % at 9.35 µM; activator, plate reader; 300,000 compounds, 1.2% hits; in the data active = activation above about 30%, passing the limit was not always enough; inconclusive = no clear call, values can overlap the other calls;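 note: 0% = neutral control wells and 100% = positive control wells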
# SR-BI DiI inh = inhibitors of mouse SR-BI mediated HDL lipid uptake. ldlA[mSR-BI] CHO cells, DiI-HDL uptake fluorescence, 3 h. AID 488896. 320,000 compounds, 0.96% hits. inhibition, % at 12.5 µM;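 active = mean replicate inhibition of at least 70% and a set share of replicates each scoring 70 or more; inconclusive = meets just one of the two criteria; inactive = fails both criteria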;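 note: 0% = median of neutral control wells and 100% = median of positive control wells; values of inactives mirror those of a sister screen read the other way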
# Target sequence (Q61009 whole entry, looked up): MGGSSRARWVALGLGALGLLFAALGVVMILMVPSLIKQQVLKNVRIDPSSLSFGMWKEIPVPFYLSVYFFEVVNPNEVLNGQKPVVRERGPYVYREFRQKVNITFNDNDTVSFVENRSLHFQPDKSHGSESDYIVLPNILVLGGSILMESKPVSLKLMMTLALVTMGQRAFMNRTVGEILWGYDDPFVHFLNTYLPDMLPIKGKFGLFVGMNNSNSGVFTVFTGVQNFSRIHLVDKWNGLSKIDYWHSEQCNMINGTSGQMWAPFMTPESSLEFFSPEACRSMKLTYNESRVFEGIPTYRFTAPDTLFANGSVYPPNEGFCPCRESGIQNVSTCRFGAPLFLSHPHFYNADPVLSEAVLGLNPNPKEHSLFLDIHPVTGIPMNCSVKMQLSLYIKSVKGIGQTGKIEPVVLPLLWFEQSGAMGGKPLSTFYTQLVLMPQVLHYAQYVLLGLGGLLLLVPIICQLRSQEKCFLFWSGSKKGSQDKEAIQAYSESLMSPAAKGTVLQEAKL
# CAL PDZ FP-1 = human CAL PDZ-peptide interaction inhibition; Q9HD26; purified CAL PDZ, TMR-peptide fluorescence polarization, 1 h; inhibition, % at 20 µM; 330,000 compounds, 0.02% hits; AID 504414;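 active = highest replicate inhibition of at least 40%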;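 note: plate controls were DMSO neutral control wells for no effect and unlabeled competitor peptide control wells for full effect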
#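 Read-out basis: mP drop reported as inhibition | Assay system: Tagged CAL PDZ protein CerCALP, purified | Benchmarks: Unlabelled peptide for full inhibition, DMSO wells as neutral | Schedule: 1 h incubation at room temperature before polarization reading | Buffer or medium: Sodium phosphate/NaCl buffer pH 7.4 with TCEP, IgG, Thesit | Doses: Single point, 20 µM | Measured by: Fluorescence polarization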
# Tat transport = E. coli Tat transport inhibition | E. coli MC4100 TorA-mCherry Tat export, fluorescence | inhibition, % at 10 µM | 340,000 compounds, 0.036% hits;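 active = mean replicate inhibition at least 50% and at least half of replicates individually reaching 50%; inconclusive = only one of the two criteria met; inactive = neither criterion met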;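 note: exported cargo escapes ClpAP degradation while cytoplasmic cargo is degraded and loses fluorescence; 0% = median of neutral control wells and 100% = median of NaSCN control wells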
# phage Ecoli inh = E. coli growth loss with phage present. growth absorbance. inhibition, % at 11.9 µM. 360,000 compounds, 0.26% hits; in the data active = inhibition above about 11%
# CAL PDZ FP-2 = inhibitors of human CAL PDZ peptide binding; Q9HD26; purified CAL PDZ, TMR-peptide fluorescence polarization, 1 h; 300,000 compounds, 0.92% hits; AID 602252; inhibition, % at 24.9 µM;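 active = mean inhibition of at least 30% with at least half of replicates also reaching 30%; inconclusive = no clear call, values can overlap the other calls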;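 note: 0% = DMSO neutral control and 100% = excess unlabeled competitor peptide PRC23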
# AddAB inh = less growth of phage-infected E. coli with AddAB. 330,000 compounds, 0.29% hits. inhibition, % at 11.9 µM. E. coli expressing H. pylori AddAB, absorbance growth; in the data active = inhibition above about 12%;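 note: 0% = vehicle wells of infected cells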
# Ecoli viability = bacterial growth inhibition, counter-screen for AddAB inhibitors | AID 449728 | inhibition, % at 11.9 µM | 330,000 compounds, 0.27% hits | E. coli V3065 growth, OD600 absorbance, 18 h;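 active = inhibition above the campaign's mean inhibition across all tested compounds plus 3 SD, cut at about 9.9% in these data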;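 note: uninfected addAB+ strain grown without phage in ampicillin broth; 0% = DMSO wells and 100% = ciprofloxacin 0.95 µg/ml wells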
# SR-BI uptake up = SR-BI HDL lipid transfer activation; CHO ldlA[mSR-BI] cells, DiI-HDL uptake fluorescence, 3 h; 100 = double the neutral-control signal; activation, % at 12.5 µM; 320,000 compounds, 0.096% hits; AID 504775;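 active = mean replicate activation of at least 60% and every replicate at or above 60%; inconclusive = mean or all-replicate condition met, but not both; inactive = mean below 60% and not all replicates reaching 60%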;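 note: 0% = median plate neutral-control signal and 100% = twice that signal; values of inactives mirror those of a sister screen read the other way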
#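 system = CHO ldlA[mSR-BI] cells, LDL receptor-null, SR-BI overexpressing | medium = Ham's F12 with 0.5% BSA, HEPES 25 mM, pH 7.4 | probe or stimulus = DiI-HDL 10 µg/mL | compound dosing = single-point compound dose | incubation = compound exposure 3 h, 37 °C | technique = DiI fluorescence, bottom read | read-out = cell-associated DiI fluorescence as measure of HDL uptake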
# * marks the source's active call; other numbers are inactive results; u = inconclusive; x = no result given.
# The line under a structure holds: MITF TRPM1 HTS	Wnt bcat act	SR-BI DiI inh	CAL PDZ FP-1	Tat transport	phage Ecoli inh	CAL PDZ FP-2	AddAB inh	Ecoli viability	SR-BI uptake up
CCN(CC(=O)NC(C)(C)C)C(=O)c1ccc2c(c1)S(=O)(=O)c1ccccc1C2=O
    4	-1	-40	-0.2	-8	-0.2	-4	-0.1	-0.7	40
COc1cccc2c(=O)c(C(=O)O)c[nH]c12
    -7	0	-10	-2.1	-1	0.4	-2	0.8	-1.1	10
CC1(C)CC(=O)c2c(n(S(=O)(=O)c3ccccc3)c3ccc(NS(=O)(=O)c4ccccc4)cc23)C1
    -10	-1	-2	-0.5	-16	1.4	-6	2.3	0.1	2
Cc1cc([N+](=O)[O-])nn1CC(=O)c1ccccc1
    8	1	x	-2.5	-4	-1.6	-4	2.8	2.5	x
Cc1cc(Cl)ccc1OCC(=O)NCCOC(=O)Nc1sc(=S)n(C)c1C
    4	-5	18	-1.5	-1	5.3	-3	-0.2	-2.4	-18
CCOc1ccc(C(=O)NC(=S)Nc2ccccc2N2CCOCC2)cc1Br
    3	-5	42	-2.9	9	-0.3	0	2.1	-1.5	-42
Cc1ccc(CN2CCc3[nH]c(=O)[nH]c(=O)c3C2)cc1
    4	-1	x	0.0	-6	-1.5	-4	5.5	-2.9	x
CCCc1nnc(NC(=O)CCC(=O)NCc2ccccc2)s1
    10	-1	5	-1.4	-1	-0.8	24	1.4	0.2	-5
COc1cccc(C(C)NC(=O)C2CCCC2)c1 (centres undefined)
    8	-1	-11	0.4	-7	-2.1	3	1.0	-1.5	11
CCN(C)c1ccc(/C=N\n2nnnc2N)cc1
    28	x	18	0.0	-4	0.9	7	0.2	0.7	-18
Cc1ccc(S(=O)(=O)N2CCCCC2)cc1NC(=O)Cn1ccc(C(F)(F)F)n1
    -11	-2	-4	0.7	-2	2.9	-1	4.5	-0.2	4
COc1ccc2c(c1OC)C(C1c3c(cc4c(c3OC)OCO4)CCN1C)OC2=O (centres undefined)
    12	-3	-22	-1.6	0	0.3	-2	2.4	0.9	41
CCCCOc1ccc(NC2=NC3(CCCCC3)N=C(N)N2)cc1
    x	-4	-15	-1.9	-13	2.6	-3	-1.9	-1.1	15
Cc1nc2c(C)c(C)c(C)c(C)c2nc1C
    x	-2	x	x	x	1.6	x	0.8	-0.9	x
CC(=O)N1CCN(C(=O)CCc2nnc(CCCCc3ccccc3)o2)CC1
    8	1	-15	0.2	-12	2.4	x	-1.7	2.4	15
COc1ccc(NS(=O)(=O)/C=C/c2ccccc2)cc1
    6	x	-21	-0.2	-8	1.3	-4	2.1	-1.6	21
CC(C)OCCCN(C)C1CCN(S(=O)(=O)c2csc(C(N)=O)c2)CC1
    5	0	-19	-0.9	2	-0.2	-3	2.9	0.0	19
CC(=O)c1cc(-c2ccccc2)n(CC(=O)N2CCC(N3CCCCC3)CC2)c1C
    -4	x	-24	-0.2	-17	0.6	-4	x	x	24
COC(=O)c1c(NC(=O)CCC(=O)O)sc2c1CCCCC2
    11	-2	-22	-0.6	-5	2.3	0	3.0	-1.7	22
COc1cc(C(CCN2CCCCC2)c2c(OC)cc(OC)c3c(-c4ccccc4)cc(=O)oc23)cc(OC)c1OC (centres undefined)
    -84	-6	-35	-2.9	-2	2.4	-2	1.7	-4.3	35
COCCNC(=O)C1CC(=O)N(CCc2ccccc2)C1 (centres undefined)
    -5	x	-14	-0.7	-1	2.7	1	2.5	0.0	14
COc1cc(/C=N/NC(=O)CCc2n[nH]c(=O)[nH]c2=O)ccc1O
    8	5	-13	0.3	-3	2.0	-6	1.6	0.6	13
CCC1CCCCN1CCCNC(=O)CSc1nc2nc(C)c(Cc3ccccc3Cl)c(C)n2n1 (centres undefined)
    3	0	12	-2.4	-4	0.6	-5	2.4	-0.5	-12
O=C1CC(C(=O)Nc2ccc(O)c(C(=O)O)c2)C(c2ccccc2)O1 (centres undefined)
    2	-3	-3	-0.3	-11	2.8	-1	1.7	-0.1	3
COc1ccc(OCc2n(CC(=O)OC3CC(C)CCC3C(C)C)c3ccccc3[n+]2C)cc1 (centres undefined)
    -79	15	15	0.0	-1	2.8	-5	3.3	1.8	-15
CSC1=NCCN1C(=O)c1ccc2ccccc2c1
    13	13	-13	-2.1	-1	4.1	-2	-2.0	2.3	13
Cc1nc(N2CCN(S(=O)(=O)c3ccc(F)cc3)CC2)c2c(C)c(C)sc2n1
    -4	-6	-9	-0.9	-3	2.6	-1	2.3	-3.7	9
COc1ccc(Cl)cc1C(=O)NNC(=S)NC1CCCC1
    -16	0	15	-0.6	-14	1.1	x	-2.3	-0.2	-15
COc1ccc2c(=O)c(-c3nc(C)cs3)coc2c1
    -8	x	24	-2.2	-2	0.4	-3	0.2	-0.4	-24
Cc1ccc(-c2c(C#N)c(N)n(-c3ccccc3)c(=O)c2C#N)cc1
    -13	x	-17	0.6	-4	2.6	0	1.2	-0.5	17
COc1cccc(/C=N/NC(=O)c2cc(-c3cccn3C)n[nH]2)c1O
    -43	-1	29	-1.8	-6	12*	-2	3.8	4.4	-29
COc1ccc(S(=O)(=O)Nc2ccc3c(c2)OCCO3)cc1Cl
    -8	x	x	-1.5	1	0.6	-2	0.4	2.8	x
CC(=O)c1ccc(NC(=O)Nc2ccc([N+](=O)[O-])cc2C)cc1
    19	2	27	-1.2	23	2.6	-1	5.0	0.7	-27
CC1CC(C)CN(S(=O)(=O)c2ccc3c(c2)CC(C)N3C(=O)C2CCC2)C1 (centres undefined)
    -11	-1	-4	-2.6	11	-2.3	-2	-0.3	0.1	4
CCn1ccnc1CN(C)C(=O)C1CCC(=O)N(CCc2cccc(F)c2)C1 (centres undefined)
    -2	6	-13	-1.1	-1	-0.7	2	3.0	0.7	13
O=C(NC(=S)NCc1ccccc1)c1ccc2c(c1)OCO2
    16	x	-14	-1.6	-2	4.9	-2	3.8	-1.5	14
COC(=O)Cc1ccc(NC(=O)c2ccc3c(c2)C(=O)N(Cc2cccnc2)C3=O)cc1
    9	1	37	-0.5	5	0.1	0	-0.4	-1.5	-37
O=C(NCCc1ccc2c(c1)OCO2)C1CCN(S(=O)(=O)c2ccc(Cl)cc2)CC1
    -2	-1	29	-0.7	8	0.1	-1	-1.5	-4.3	-29
CCN(CC)S(=O)(=O)c1cc(C(=O)Nc2ccccn2)ccc1C
    50	x	-9	-2.1	-1	2.5	x	3.8	0.7	9
O=C(O)c1cc(-c2ccc(-c3ccc(F)cc3)o2)nc2ccccc12
    40	-3	-1	-3.4	-8	2.2	-7	0.7	0.7	1
O=C(CCN1C(=O)c2cccc([N+](=O)[O-])c2C1=O)NC1CCCCCC1
    8	0	10	-1.1	-3	2.1	-3	0.8	-2.1	-10
CN1CCOCCOc2ccccc2OCCOCC1
    -3	0	-11	-1.9	5	1.1	-2	1.6	1.2	11
O=C(NCCc1ccc(Cl)cc1)C1COc2ccccc2O1 (centres undefined)
    1	-4	-11	-2.7	-2	1.4	0	3.8	-1.1	11
COc1cccc(NC(=O)CSc2nnc(-c3cc(-c4ccccn4)nc4ccccc34)o2)c1
    5	-2	x	-1.3	-4	2.0	1	2.6	1.1	x
COc1ccc(S(=O)(=O)N2CCOCC2)cc1NC(=O)c1ccc(S(=O)(=O)N(C)c2ccccc2OC)cc1
    0	-12	43	0.5	0	1.8	-3	x	x	-43
CCN(C[C@H]1N[C@@](CC)(C(=O)OC)[C@H]2C(=O)N(Cc3ccccc3)C(=O)[C@@H]12)C(=O)c1ccc(C)cc1
    0	-2	10	0.3	2	1.9	-4	1.7	-3.6	-10
NS(=O)(=O)c1ccc(O)c(N2C(=O)c3cccc4c(C(=O)O)ccc(c34)C2=O)c1
    7	2	-12	-7.3	2	2.5	-2	7.0	-1.6	12
COCCNc1nnc(SC(C)C(=O)Nc2ccc(-c3nc4ccc(C)cc4s3)cc2)s1 (centres undefined)
    72	x	60	-2.6	-1	-0.1	-6	1.1	1.7	-60
COc1ccccc1/C=C/C(=O)N1CCN(S(=O)(=O)c2cccs2)CC1
    12	-1	-9	-1.3	-1	3.2	-3	2.9	-1.1	9
Cc1ccc(C)c(NC(=S)NC(NC(=O)OCc2ccccc2)C(Cl)(Cl)Cl)c1 (centres undefined)
    -4	x	23	-0.8	-8	3.0	2	-0.3	-3.5	-23
C/C(CC(=O)Nc1ccc(Cl)c(C(F)(F)F)c1)=N\NC(=O)c1cc2ccccc2cc1O
    -7	-8	112*	-0.8	-5	2.8	x	5.8	2.7	-112
CSCCC(NC(=O)COc1ccccc1)C(=O)OCCOc1ccc(C)cc1 (centres undefined)
    -5	-2	-9	-0.1	9	2.0	-7	0.4	-2.5	9
Cc1oc(=O)c(NC(=O)c2cccc(Cl)c2)cc1C(=O)c1ccccc1
    46	0	31	-1.2	9	2.0	-3	-1.1	-2.6	-31
CCC(CC)C(=O)Nc1ccc(C(=O)c2ccccc2)cc1
    26	x	-7	-2.8	5	3.4	0	1.1	-1.6	7
Cc1cc(C)nc(NC(=O)Cc2ccc([N+](=O)[O-])cc2)c1
    7	-3	-8	0.0	-7	-1.3	-2	2.5	0.7	8
CCN(Cc1ccccc1)S(=O)(=O)CCNC(=O)c1ccccc1
    -5	-2	4	-0.8	7	0.6	19	-0.7	-1.4	-4
COc1ccc(OCC(O)CN(C)C(=O)C(C)Oc2ccccc2)cc1 (centres undefined)
    -5	-3	-10	0.6	10	4.2	9	1.6	1.0	10
CC1=C/C(=N\N=C2\NC(=O)C(CC(=O)Nc3ccccc3F)S2)CC(C)(C)C1 (centres undefined)
    -16	-4	53	-0.8	12	-0.4	-4	-2.2	-1.8	-43
O=C(CN1CCCCCC1)N/N=C/c1cccs1
    -7	x	-24	-1.0	0	0.2	x	0.1	-1.5	24
CN1OC[C@@H]2CN(Cc3ccccc3)[C@H](c3cccc(-c4ccc(C#N)cc4)c3)C[C@@H]21
    -8	-5	15	-1.4	15	2.1	-5	x	x	-15
Cc1cc(/C=C(\C#N)C(=O)NCC2CCCO2)c(C)n1-c1ccc(Cl)cc1 (centres undefined)
    u	x	33	x	11	3.2	-4	2.5	0.5	-33

# Rows were taken by chance; overall some 3.6% were active at least once.
